Screens as filed in PubChem BioAssay.
CRFR2-BP antag: blocks CRF-induced signaling of the CRF-BP/CRF-R2 complex; HEK293 CRF-R2/CRF-BP, CRF-induced calcium fluorescence; inhibition, % at 11.8 µM; hit rate 0.59% among 350,000; AID 588475;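 active = inhibition of the ligand-induced calcium signal above about 50% at the single tested concentration, limit read from the data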
CHRM4 agonist: agonists of human muscarinic M4 receptor (CHRM4); CHO-K1 hM4/Gqi5, Fluo-8 calcium fluorescence; vehicle 0%, full acetylcholine response 100%; P08173; activation, % at 3 µM; AID 624127; hit rate 0.14% among 360,000;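 active = activation above the run mean over all test wells plus 3 SD, cut at about 32% in these data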;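 also: peak over basal fluorescence ratio per well then scaled between controls; 0% = DMSO wells and 100% = acetylcholine at EC100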
Target sequence (P08173 whole entry, looked up): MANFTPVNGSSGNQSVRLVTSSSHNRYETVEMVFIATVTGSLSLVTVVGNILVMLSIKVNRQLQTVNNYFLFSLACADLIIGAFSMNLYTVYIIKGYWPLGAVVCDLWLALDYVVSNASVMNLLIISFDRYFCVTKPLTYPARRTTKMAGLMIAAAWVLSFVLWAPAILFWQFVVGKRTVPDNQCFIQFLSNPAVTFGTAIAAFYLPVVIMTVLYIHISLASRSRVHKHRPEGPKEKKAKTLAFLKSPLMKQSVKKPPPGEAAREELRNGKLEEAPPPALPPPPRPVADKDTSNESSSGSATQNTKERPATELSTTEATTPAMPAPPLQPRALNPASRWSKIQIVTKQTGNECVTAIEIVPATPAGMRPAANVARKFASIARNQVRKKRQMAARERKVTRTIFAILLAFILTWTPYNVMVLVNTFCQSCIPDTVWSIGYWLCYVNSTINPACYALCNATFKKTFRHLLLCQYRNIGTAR
M1 PAM: human CHRM1 positive allosteric modulation. CHO-K1 hM1, Fluo-8 calcium fluorescence, ACh EC20; 0% = ACh EC20, 100% = maximal ACh. P11229. AID 588819. activation, % at 3 µM. hit rate 0.088% among 360,000; in the data active = activation above about 19%, passing the limit was not always enough
M5 antag: CHRM5 antagonism in calcium assay. P08912. CHO-hM5 cells, Fluo-8 calcium fluorescence, ACh EC80. inhibition, % at 3 µM. hit rate 0.59% among 360,000. AID 624040;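 active = inhibition above a per-plate cutoff, the mean of that plate's test compounds plus 3 SD, cut at about 27% in these data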;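 also: 0% = acetylcholine EC80 with DMSO and 100% = DMSO without agonist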
Target sequence (P08912 whole entry, looked up): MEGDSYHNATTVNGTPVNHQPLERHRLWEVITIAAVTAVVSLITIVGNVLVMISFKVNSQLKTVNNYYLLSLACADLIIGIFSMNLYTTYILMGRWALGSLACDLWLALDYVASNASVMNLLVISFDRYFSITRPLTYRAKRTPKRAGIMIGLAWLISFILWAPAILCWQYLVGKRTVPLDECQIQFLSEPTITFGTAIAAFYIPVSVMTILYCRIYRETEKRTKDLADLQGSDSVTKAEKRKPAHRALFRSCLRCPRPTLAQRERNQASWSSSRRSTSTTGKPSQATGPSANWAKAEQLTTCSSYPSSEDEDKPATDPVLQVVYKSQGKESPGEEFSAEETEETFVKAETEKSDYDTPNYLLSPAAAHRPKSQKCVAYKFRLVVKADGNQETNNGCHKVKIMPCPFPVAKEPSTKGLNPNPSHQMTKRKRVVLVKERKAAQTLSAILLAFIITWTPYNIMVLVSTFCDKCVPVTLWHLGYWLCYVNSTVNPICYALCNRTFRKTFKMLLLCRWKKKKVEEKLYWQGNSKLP
M4 PAM: positive allosteric modulators of human muscarinic M4 receptor; P08173; CHO-K1 hM4/Gqi5, Fluo-8 calcium fluorescence, ACh EC20; 0% = ACh EC20, 100% = maximal ACh; activation, % at 3 µM; hit rate 0.4% among 360,000; AID 624126;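 active = activation above its plate's cutoff, the mean activation of sample wells plus 3 SD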; also: some results filed as inactive read as strong as hits
CHRM5 agonist: CHRM5 agonism in calcium assay; P08912; CHO-K1 hM5 cells, Fluo-8 calcium fluorescence; 0% DMSO wells, 100% maximal acetylcholine response; activation, % at 3 µM; hit rate 0.19% among 360,000;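 active = activation above the run's mean over test compounds plus 3 SD, cut at about 23% in these data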;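 also: signal is peak over basal fluorescence ratio across the kinetic read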
CHRM4 antagonist: antagonists of human muscarinic M4 receptor (CHRM4). inhibition, % at 3 µM. hit rate 0.73% among 360,000. CHO-hM4 cells, ACh EC80, Fluo-8 calcium fluorescence. P08173;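 active = inhibition above its plate's cutoff, the mean inhibition of sample wells plus 3 SD, cut at about 27% in these data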;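 also: 0% = acetylcholine EC80 with DMSO and 100% = DMSO without agonist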
CRFBP-R2 agonist: agonists of human CRF-binding protein/CRF-R2 receptor complex; activation, % at 13.2 µM; HEK293 CRF-R2/CRF-BP, calcium dye fluorescence (FLIPR); percent of saturating CRF peptide response; hit rate 0.46% among 350,000;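 active = activation of at least 50%, plus an integration ratio under a set limit after plate pattern correction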;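 also: plate controls were neutral control wells without compound for no effect and CRF at EC100 for full effect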
CHRM5 PAM: CHRM5 positive allosteric modulation; P08912; CHO-K1 hM5, Fluo-8 calcium, ACh EC20 PAM; 0% = ACh EC20, 100% = ACh EC100; activation, % at 3 µM; hit rate 0.3% among 360,000; AID 624038;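 active = activation above the run cutoff, the mean activation of all test compounds plus 3 SD, cut at about 18% in these data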
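System – CHO-K1 hM5 cells · Compound – 3 µM, single dose · Incubation – compound preincubation 140 s before EC20 acetylcholine addition · Technique – Fluo-8 calcium fluorescence · Measure – Max/basal fluorescence ratio as % of EC20–EC100 ACh window · Benchmarks – low control EC20 acetylcholine (0%), high control EC100 acetylcholine (100%) · Replication – singlicate, one well per test compound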
The depositor's hits bear a star; . = not tested or not shown. Compounds as they come; overall some 2.6% were active at least once.

entry | SMILES | CRFR2-BP antag | CHRM4 agonist | M1 PAM | M5 antag | M4 PAM
1 | CC1=C(C(=O)OCCCCCl)C(c2cc3c(cc2Br)OCO3)NC(=O)N1 (stereo not drawn) | 3 | 0 | 5 | 5 | 0
2 | N#C/C(=C\c1ccccc1)c1nc2ncccc2[nH]1 | 9 | 0 | -12 | 14 | -2
3 | Cc1cccc(C(CC(=O)NCc2ccco2)c2ccccc2)c1O (stereo not drawn) | 3 | 0 | 9 | 5 | 3
4 | CCOc1ccccc1N1C(=O)c2cccnc2C1=O | 25 | 2 | 7 | 3 | -2
5 | O=C(NCC1CCCO1)C(c1cccnc1)N(C(=O)Cc1cccs1)c1ccccc1 (stereo not drawn) | 7 | 5 | -5 | 9 | -2
6 | O=S1(=O)c2cccc3cccc(c23)N1Cc1nnc(-c2ccccc2Br)o1 | -2 | 10 | 0 | 6 | -3
7 | Cc1ccccc1OCC(=O)Nc1ccc2c(c1)n(C)c(=O)n2C | -4 | 8 | 5 | 0 | 4
8 | CCN1C[C@@H]2[C@@H]3C(=O)N(C)C(=O)[C@@H]3[C@](Cc3ccccc3)(C1=O)N2C(=O)c1ccc(F)cc1 | 1 | 3 | 6 | 8 | 15
9 | CN(Cc1nc2ccc(F)cc2[nH]1)Cc1nc(CC2CC2)no1 | -1 | 4 | 6 | 0 | 4
10 | CCN(CC)CCNC(=O)CCc1c(C)nc2c(c(C)nn2-c2ccc(C)c(C)c2)c1C | -12 | 12 | 0 | 9 | -3
11 | C(=N\N1CCN(c2ccccn2)CC1)/C1=C(N2CCOCC2)C(=C/c2ccccc2)/CC1 | -19 | 0 | 9 | 1 | -2
12 | Cc1noc(C)c1COc1ccc(C(=O)Nc2ncccc2O)cc1 | 15 | 3 | -7 | 6 | 11
13 | COc1ccc(N=C(NN)c2ccc3ccccc3n2)cc1 | -3 | 3 | 6 | 5 | 1
14 | O=C(Nc1nc(-c2ccccn2)cs1)c1ccc(Cl)s1 | -8 | 3 | 5 | -6 | 3
15 | O=C(NNc1cccc(Cl)n1)c1ccccc1CC[N+](=O)[O-] | -3 | 2 | 2 | -3 | 1

entry | CHRM5 agonist | CHRM4 antagonist | CRFBP-R2 agonist | CHRM5 PAM
1 | -6 | -13 | 0.5 | -3
2 | 1 | 13 | -1.0 | -1
3 | -5 | -6 | -0.9 | 2
4 | 1 | -1 | 10 | -4
5 | 0 | 5 | -0.5 | -7
6 | -2 | 8 | -1.1 | -17
7 | 7 | 1 | 9.0 | 4
8 | 0 | 6 | 0.7 | 3
9 | -1 | -14 | -2.1 | 2
10 | -5 | -8 | -0.3 | -5
11 | -4 | -5 | 5.1 | 0
12 | 0 | -4 | 0.8 | -4
13 | -4 | 0 | -0.4 | -4
14 | -1 | -10 | -1.4 | 5
15 | -1 | -3 | -1.4 | 2

Continued; it opens with the five that closed the last part.
entry | SMILES | CRFR2-BP antag | CHRM4 agonist | M1 PAM | M5 antag | M4 PAM
11 | C(=N\N1CCN(c2ccccn2)CC1)/C1=C(N2CCOCC2)C(=C/c2ccccc2)/CC1 | -19 | 0 | 9 | 1 | -2
12 | Cc1noc(C)c1COc1ccc(C(=O)Nc2ncccc2O)cc1 | 15 | 3 | -7 | 6 | 11
13 | COc1ccc(N=C(NN)c2ccc3ccccc3n2)cc1 | -3 | 3 | 6 | 5 | 1
14 | O=C(Nc1nc(-c2ccccn2)cs1)c1ccc(Cl)s1 | -8 | 3 | 5 | -6 | 3
15 | O=C(NNc1cccc(Cl)n1)c1ccccc1CC[N+](=O)[O-] | -3 | 2 | 2 | -3 | 1
16 | CC(=O)C1=C(O)C(=O)N(CCc2c[nH]c3ccccc23)C1c1cccc(O)c1 (stereo not drawn) | 6 | 0 | 10 | -2 | -3
17 | Cn1nc(C(C)(C)C)cc1C(=O)NCc1ccc(N2CCCC2=O)cc1 | -7 | 13 | -13 | 25 | -1
18 | Nc1nc2ccccc2n1CCOc1ccc(Cl)cc1 | -18 | 5 | 8 | 4 | -4
19 | Brc1cccc(-c2nc(-c3ccncc3)no2)c1 | 11 | 2 | -2 | -4 | 6
20 | COc1ccccc1NC(=O)Nc1cccc(C)n1 | -38 | 0 | 2 | -7 | 2
21 | CCOC(=O)C1(CC2CC2)CCN(Cc2cnc(-c3ccc(OC)cc3)nc2)CC1 | 16 | 2 | 0 | 15 | -4
22 | CCCN(CC(=O)Nc1ccccc1C)C(=O)/C=C/c1cccs1 | 5 | 1 | -6 | 10 | 5
23 | CCCCNC(=O)COC(=O)c1ccc(C)c(NC(=O)c2ccco2)c1 | 14 | 0 | 4 | 9 | -1
24 | CCc1cccc(NC(=O)C2CCCN2S(=O)(=O)c2ccc3c(c2)n(C)c(=O)c(=O)n3C)c1 (stereo not drawn) | 2 | -1 | -4 | 11 | -15
25 | CCCOc1cccc(OCC(=O)Nc2nc3ccccc3[nH]2)c1 | 2 | 5 | 1 | 5 | -1
26 | CNC(=S)NN=C(C)c1ccc(OC)cc1O | 8 | 0 | -1 | 0 | -4
27 | COc1ccccc1/C=N/n1nnnc1N | -7 | 1 | 13 | -9 | 9
28 | Cc1cc(N2CCN(S(=O)(=O)c3ccc(Br)cc3)CC2)n2ncnc2n1 | -7 | 2 | 8 | 7 | -4
29 | O=C(Cn1nnc(-c2ccccc2)n1)N/N=C/c1cccc([N+](=O)[O-])c1 | -3 | 2 | 7 | -8 | 4
30 | COC(=O)NC1CCS(=O)(=O)C1 (stereo not drawn) | 6 | 1 | 10 | -1 | 13

entry | CHRM5 agonist | CHRM4 antagonist | CRFBP-R2 agonist | CHRM5 PAM
11 | -4 | -5 | 5.1 | 0
12 | 0 | -4 | 0.8 | -4
13 | -4 | 0 | -0.4 | -4
14 | -1 | -10 | -1.4 | 5
15 | -1 | -3 | -1.4 | 2
16 | 2 | -1 | -0.8 | 1
17 | 11 | 9 | -0.9 | -18
18 | -2 | 4 | 3.1 | -6
19 | -2 | 0 | -1.1 | 6
20 | -6 | -22 | -2.0 | -4
21 | -5 | -3 | 0.0 | -10
22 | -3 | 12 | -0.4 | -11
23 | 5 | 0 | -0.6 | -6
24 | -9 | -4 | -1.7 | -4
25 | -3 | -6 | -2.5 | -4
26 | -1 | -16 | 0.0 | 7
27 | -4 | -25 | -0.3 | 10
28 | 1 | 5 | 0.4 | 3
29 | -5 | 0 | -1.9 | 5
30 | 0 | -7 | -1.7 | 1

Remaining list, next part.
entry | SMILES | CRFR2-BP antag | CHRM4 agonist | M1 PAM | M5 antag | M4 PAM
31 | CN(C1CCCCC1)S(=O)(=O)CCNC(=O)c1ccccc1 | 15 | 2 | 1 | 4 | 5
32 | Cc1ccc(NC(=O)CSc2nc(C)c(Cc3ccccc3)c(=O)[nH]2)cc1 | 3 | 4 | 0 | 0 | -2
33 | O=C(NC1CCCC1)c1cccc(S(=O)(=O)N2CCCC2)c1 | -2 | 1 | -7 | 2 | -6
34 | Cc1ccc(Cn2nnc3c(=O)n(CC(=O)N4CCN(c5ccccc5)CC4)cnc32)cc1 | 10 | 5 | 2 | 6 | -5
35 | CCOC(=O)c1c(C)n(C)c2c1cc(OC(C)=O)c1ccccc12 | -6 | 1 | 10 | -5 | -7
36 | CC(C)C[C@H](NC(=O)[C@H](Cc1ccccc1)n1c(=O)[nH]c2ccccc2c1=O)C(=O)N1CCC[C@@H]1C(=O)O | -3 | 5 | 2 | 8 | -8
37 | COc1ccc(OC)c(NC(=O)C2C3C=CC(C3)C2C(=O)NCc2cccnc2)c1 (stereo not drawn) | 7 | 1 | -6 | 2 | 3
38 | Cc1cc(C)cc(NC(=S)N(Cc2cccc(Br)c2)CC2CCC(C(=O)O)CC2)c1 (stereo not drawn) | -4 | 0 | 5 | -6 | 2
39 | O=c1ccccn1Cc1c(Cl)cccc1Cl | -3 | 1 | 0 | 0 | 0
40 | CC(C)Cn1c(N)c(C(=O)COC(=O)CC23CC4CC(CC(C4)C2)C3)c(=O)n(C)c1=O | 2 | 2 | -3 | 19 | -7
41 | CNC(=S)NNC(=O)c1cccn(Cc2cccc(Cl)c2)c1=O | 5 | 0 | 5 | 5 | -10
42 | CC(=O)Nc1cc(-c2cccc(F)c2)cn2c(-c3ccc(F)cc3)cnc12 | . | 9 | 3 | 5 | 0
43 | COc1cccc(CNC(=O)C(=O)NCC2OCCCN2S(=O)(=O)c2cc(C)ccc2C)c1 (stereo not drawn) | -1 | 5 | 3 | 0 | -2
44 | CCC1Oc2ccc(C)cc2N(CC(=O)NCCN2CCCCCC2)C1=O (stereo not drawn) | -11 | 2 | -6 | 3 | 5
45 | COc1ccccc1CN1CCCC(N2CCN(c3ccc(F)cc3)CC2)C1 (stereo not drawn) | 10 | 1 | -9 | 3 | -7

entry | CHRM5 agonist | CHRM4 antagonist | CRFBP-R2 agonist | CHRM5 PAM
31 | 3 | 0 | -0.3 | 3
32 | 0 | 2 | -2.1 | -3
33 | 0 | 14 | -1.3 | -1
34 | -3 | 7 | -2.0 | -2
35 | 0 | 8 | -0.1 | -6
36 | 2 | 3 | 3.8 | -3
37 | -5 | 1 | -1.6 | 3
38 | 3 | 3 | -0.7 | 14
39 | 2 | 11 | 0.3 | 1
40 | 4 | 37* | 1.6 | -13
41 | -2 | 4 | -1.4 | -2
42 | 3 | 8 | . | -5
43 | -1 | -1 | -0.1 | -2
44 | -5 | 4 | -1.1 | -1
45 | -9 | 14 | 1.4 | 3

(more compounds)
entry | SMILES | CRFR2-BP antag | CHRM4 agonist | M1 PAM | M5 antag | M4 PAM
46 | CC1(C)CC(NC(=O)c2cccc(S(=O)(=O)N(Cc3ccccc3)c3ccccc3)c2)CC(C)(C)N1 | -8 | 0 | 4 | 7 | 0
47 | Cc1ccc(S(=O)(=O)N(C)c2ccc(C(=O)N3CCOCC3)cc2)cc1 | 6 | 5 | 11 | 4 | 6
48 | COc1ccc(CCNC(=O)C(=O)NCC2CCCO2)cc1OC (stereo not drawn) | 7 | 1 | 10 | 2 | 13
49 | CN(Cc1cccc(F)c1)C(=O)CN1CCN(S(=O)(=O)c2ccc3c(c2)OCCCO3)CC1 | 10 | 2 | 16 | 4 | 0
50 | COc1ccc(NC(=O)C[C@H]2C(=O)N(Cc3ccccc3)C[C@@H]2CSC)cc1 | -7 | 2 | -14 | 11 | -2
51 | C/C(Cc1ccccc1)=N/NC(=O)CNC(=O)C(c1ccccc1)c1ccccc1 | -6 | 1 | 11 | -11 | 8
52 | O=C1C(c2ccccc2)C2C=CC(C2)N1O (stereo not drawn) | 12 | 0 | 5 | 9 | 12
53 | CCN(CC)S(=O)(=O)c1ccc(N2CCOCC2)c(NC(=O)CN2C(=O)NC(C)(c3ccccc3)C2=O)c1 (stereo not drawn) | 11 | 1 | 8 | -10 | -7

entry | CHRM5 agonist | CHRM4 antagonist | CRFBP-R2 agonist | CHRM5 PAM
46 | -8 | 5 | -1.0 | -3
47 | -3 | -14 | -0.1 | 0
48 | 1 | -2 | 1.9 | 2
49 | -3 | -12 | -1.4 | -6
50 | 1 | 2 | -0.5 | -6
51 | 6 | -8 | -0.4 | 6
52 | 0 | -12 | 5.2 | -1
53 | -2 | -14 | 0.4 | 8
